C2C12 statin – suppressors of statin myotoxicity in C2C12 myotubes, primary screen, cell-based, single point, plate reader; C2C12 myotubes + simvastatin, ATP luminescence, 48 h; scaled: DMSO 0, geranylgeraniol control 100; rescue of ATP level, % at 7.49 µM; 330,000 tested, 0.78% active;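 active = mean ATP rescue above about 67%, or every replicate alone reaching that limit, limit read from the data, passing the limit was not always enough; inconclusive = no clear call, values can overlap the other calls; inactive = mean under the limit and some replicate under it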;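 also: myotubes were challenged with 10 µM simvastatin during compound exposure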
PGC1a acetyl inh – inhibitors of PGC1a acetylation signal, primary screen, cell-based, U2OS, AlphaScreen, inhibitor mode | AlphaScreen anti-acetyl-lysine; with virally co-expressed GCN5 acetyltransferase | inhibition, % at 15.6 µM | 350,000 tested, 0.17% active | AID 651687, 2012;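 active = every replicate shows inhibition of at least 40%; inconclusive = mean inhibition at least 40% but some replicate below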;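 also: 0% = neutral control wells and 100% = positive control wells; some results beyond the cut were filed as inactive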
Cneo AK release – Cryptococcus neoformans cell lysis inducers, primary screen, AK release luminescence, single concentration; C. neoformans lysis, adenylate kinase release luminescence, 4 h; normalised: neutral wells 0, clomiphene wells 100; lysis activity, % at 15 µM; 360,000 tested, 0.2% active; AID 651654, 2012;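 active = mean lysis activity across replicates of at least 80%, whatever share of replicates individually reach that level; inactive = mean lysis activity below 80%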
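Schedule: static 4 h at 37 °C with compound, 1 h detection; system: C. neoformans cells; benchmarks: Clomiphene as positive control; buffer or medium: fresh YPD medium; measure: luminescence rise reflecting yeast cell lysis; measured by: luminescent adenylate kinase detection reagent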
miR-122 sensor – miR-122 Renilla sensor signal increase in Huh7, primary screen, miR-122 inhibitor project, cell-based, single point, plate reader. activation (reporter increase), % at 12.5 µM. Huh7 miR-122 Renilla luciferase sensor, 48 h; neutral wells = 0, positive control = 100. 340,000 tested, 0.3% active. AID 602342, 2012;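 active = mean replicate activation score at least 90 and every replicate individually at or above 90; inconclusive = only one of the two criteria met; inactive = neither criterion met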;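 also: higher luciferase means less miR-122 activity so hits act as miR-122 inhibitors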
CFTR F508del cor – F508del CFTR correction, initial screen, CFBE line, single point | activity (quench increase), % at 7.58 µM | 350,000 tested, 0.36% active | CFBE cells, YFP halide quenching; stimulated with forskolin plus potentiator P3; % fluorescence drop versus neutral controls;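 active = mean added fluorescence quench of at least 8% versus neutral control, with both replicates also reaching 8%; inconclusive = only one of the mean or replicate conditions met; inactive = mean below 8% and not both replicates reaching 8%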;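 also: cells transiently co-express mutant CFTR-F508del with the halide-sensitive YFP; corrector assay measuring rescue of mutant channel to the surface after 24 h compound exposure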
FN deposition inh – inhibitors of fibronectin matrix deposition, primary screen, AH1F cells, Alexa488-fibronectin fluorescence, plate reader | AH1F fibroblasts, overnight | inhibition, % at 12.6 µM | 350,000 tested, 0.086% active;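 active = mean inhibition across replicates of 30% or more, regardless of how many single replicates reach that level; inconclusive = mean under 30% yet at least half of replicates reach 30%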;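 also: positive control wells lacked labelled fibronectin entirely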
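Assay system: AH1F fibroblasts / Quantity: 10000 cells per well / Medium: DMEM plus 2% serum, read in PBS / Reagent: labelled fibronectin 24 nM / Dosing: single dose, pinned / Times: 1 h cell attachment, overnight exposure to compound and label / Signal: fluorescence, ex 485 nm, em 525 nm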
PglD inh – C. jejuni PglD acetyltransferase inhibitors, primary screen, biochemical, DTNB colorimetric, single point; UDP-N-acetylbacillosamine N-acetyltransferase PglD (Campylobacter jejuni); purified PglD enzyme, DTNB colorimetric CoA detection; inhibition, % at 12.5 µM; 360,000 tested, 0.098% active; AID 602405, 2012; in the data active = inhibition above about 16%, passing the limit was not always enough; inconclusive = no clear call, values can overlap the other calls; also: strong numbers were not always called active
GSIS activator – GLuc luminescence reporter in INS-1E cells, primary screen for activators of glucose-dependent secretion of insulin; INS-1E GLuc reporter insulin secretion, 2-3 h; activation, % at 16.6 µM; 370,000 tested, 0.61% active; AID 743287, 2014;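 active = lowest replicate activation of at least 40%, so every replicate reaches that level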;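 also: 0% = median of neutral control wells and 100% = median of IBMX positive control wells; some compounds called inactive have numbers as strong as hits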
Starred values were filed as active, the others as inactive; ? = inconclusive; . = not tested or not shown; [ ] = another dose, or the depositor's remark.

Sample of the layout, 4 compounds:
SMILES | C2C12 statin | PGC1a acetyl inh | Cneo AK release | miR-122 sensor | CFTR F508del cor | FN deposition inh | PglD inh | GSIS activator
Cc1ccc2[nH]c3c(=O)n(Cc4ccncc4)cnc3c2c1 | 7 | 6 | -2 | -3 | . | . | 5 | .
Nc1nnc(CCCCc2cccs2)o1 | . | 14 | 0 | -3 | . | . | -2 | .
CC(=O)Nc1ccccc1C(=O)C(=O)Nc1ccc(C(=O)NCC2CCCO2)cc1 (stereo not drawn) | -1 | -9 | 2 | -2 | -3.1 | . | 5 | 12
O=c1cc(O)c2ccc(O)cc2o1 | 1 | -1 | 0 | 1 | 1.4 | . | -6 | -12

The listing, repeating the preview:
SMILES | C2C12 statin | PGC1a acetyl inh | Cneo AK release | miR-122 sensor | CFTR F508del cor | FN deposition inh | PglD inh | GSIS activator
Cc1ccc2[nH]c3c(=O)n(Cc4ccncc4)cnc3c2c1 | 7 | 6 | -2 | -3 | . | . | 5 | .
Nc1nnc(CCCCc2cccs2)o1 | . | 14 | 0 | -3 | . | . | -2 | .
CC(=O)Nc1ccccc1C(=O)C(=O)Nc1ccc(C(=O)NCC2CCCO2)cc1 (stereo not drawn) | -1 | -9 | 2 | -2 | -3.1 | . | 5 | 12
O=c1cc(O)c2ccc(O)cc2o1 | 1 | -1 | 0 | 1 | 1.4 | . | -6 | -12
CN(C(=O)COC(=O)c1cc([N+](=O)[O-])ccc1Sc1ccccc1)C1CCS(=O)(=O)C1 (stereo not drawn) | 2 | -9 | 1 | 0 | -3.9 | 7 | 6 | 13
Cc1cc(C)c(NC(=O)Nc2ccccc2C)c(Cl)c1 | 2 | 10 | . | -3 | -0.4 | 6 | . | 6
O=C(Nc1ccccc1F)N[C@@H]1CC[C@H](CCNS(=O)(=O)c2ccc(Cl)cc2)O[C@H]1CO | 16 | -5 | -2 | -14[16.7 µM] | -0.1 | . | 2 | -19
CCCNS(=O)(=O)c1ccc(OCC(=O)N2CCCC2)cc1 | . | 9 | . | . | 2.5 | -6 | . | -3
C[C@H](CO)N1C[C@H](C)[C@@H](CN(C)C(=O)Cc2ccncc2)Oc2ncc(C#C[C@@H](C)O)cc2C1=O | -4 | 10 | -5 | 19[16.7 µM] | -2.4 | 5 | 7 | 20
Cc1cccc(-n2c(C)cc(/C=N/NC(N)=S)c2C)c1 | . | -3 | 1 | -13 | ? | -10 | 2 | 13
Cc1ccccc1-c1cnc2c(c1)C(=O)N([C@H](C)CO)C[C@@H](C)[C@@H](CN(C)CC1CCOCC1)O2 | 12 | -2 | -1 | -3[16.7 µM] | 1.8 | . | -1 | 36
COc1ccc(-c2noc(-c3cccs3)n2)cc1OC | 15 | 10 | . | . | -0.5 | -14 | . | 28
CCN(C(=O)CN1C(=S)NC(C)(C)CC1C)c1ccc(C)c(C)c1 (stereo not drawn) | -3 | 8 | -5 | 1 | -2.0 | 1 | -10 | -14
CCS(=O)(=O)N[C@H]1C=C[C@@H](CC(=O)NCc2ccc(Cl)cc2)O[C@H]1CO | -2 | -9 | 21 | . | 3.1 | 12 | -1 | 12
CCNc1nc(NCc2ccccc2)nc(SCC(N)=O)n1 | 13 | 3 | 1 | -6 | 0.8 | -12 | -1 | 38
COCC(=O)Nc1ccc2c(c1)[C@@H]1C[C@H](CC(=O)NCc3ccc4c(c3)OCO4)O[C@@H](CO)[C@@H]1O2 | 5 | -1 | -1 | 1[16.7 µM] | -1.2 | -6 | -6 | 5
CCC(Sc1nc(C)cc(=O)[nH]1)C(=O)Nc1sc2c(c1C#N)CCCC2 (stereo not drawn) | 4 | -19 | -1 | 11 | 1.0 | . | 1 | -14
CC(C)[C@H](NC(=O)[C@@H]1Cc2ccccc2CN1C(=O)OC(C)(C)C)C(=O)NCC1CCC(C(=O)O)CC1 (stereo partly drawn) | -6 | 1 | 4 | 2 | 2.3 | -3 | 3 | 16
C=CCOc1ccc(CNc2ccc3[nH]c(=O)[nH]c3c2)cc1OCC | . | -4 | . | . | 6.1 | -7 | . | 8
O=[N+]([O-])c1cccc(-c2noc(COc3ccccc3)n2)c1 | . | 2 | . | -7 | 0.9 | -18 | . | 1
CC(C)C(NC(=O)CN1C(=O)c2cccc3cccc1c23)C(C)C | 5 | -3 | 3 | -3 | -1.7 | -5 | 4 | 5
O=Nc1c(O)cc(O)c2ccccc12 | 3 | 0 | 1 | -3 | 0.9 | -2 | -3 | .
COc1cccc(C(=O)NCC2CCCN(C3CCCCC3)C2)c1OC (stereo not drawn) | 4 | -2 | -2 | 4 | -2.6 | -2 | -2 | .
COCC(=O)N1C[C@H](C)[C@@H](OC)CN(C)C(=O)c2ccc(NC(=O)c3cc(C)on3)cc2OC[C@@H]1C | . | 9 | . | . | 0.4 | -6 | . | 13
CN(C(=O)c1cccc(NC(=O)Cc2ccc(NC(=O)C3CCN(C(=O)C4CCC4)CC3)cc2)c1)C1CCCCC1 | 2 | 0 | -3 | -9 | -2.3 | 4 | 0 | -3
CC(C)OP(=O)(OC(C)C)C1(O)C(=O)Nc2ccccc21 (stereo not drawn) | -15 | 0 | 2 | 9 | . | . | 0 | .
CC(C)C#Cc1ccc([C@H]2[C@@H](CO)N3CCCCN(S(=O)(=O)Cc4ccccc4)C[C@H]23)cc1 | . | -9 | 2 | 2[16.7 µM] | -4.2 | . | -2 | -12
CC(C)(C)c1ccc(OCC(=O)N2CCN(C=O)CC2)cc1 | -4 | -10 | -2 | -3 | . | . | 1 | 5
COc1ccc(-c2[nH]ncc2-c2cnc(C)s2)c(O)c1 | -11 | 3 | -2 | . | -2.6 | . | -2 | -1
O=C(COc1cccc(-n2cnnn2)c1)NC1CCCCC1 | -4 | 6 | 0 | 0 | -0.9 | 2 | 2 | 3
Cc1onc(-c2ccccc2)c1C(=O)N1CCN(S(=O)(=O)c2ccccc2C(F)(F)F)CC1 | 4 | . | 0 | -1 | -1.5 | 4 | -7 | -5
COc1cccc(C(C)(O)c2nc(-c3cc(F)cc(F)c3)cs2)c1 (stereo not drawn) | 7 | -2 | -7 | 0 | -1.0 | 4 | 0 | -34
COc1ccc(/C=C2\Oc3cc(OCC(=O)N4CCC[C@H]4CO)ccc3C2=O)c(OC)c1 | 9 | 7 | 1 | -2 | . | . | -5 | .
CCc1nnc(NC(=O)COc2ccccc2[N+](=O)[O-])s1 | 3 | 3 | -2 | -5 | 0.5 | 2 | -6 | -3
COc1ccccc1C(=O)Nc1cc2c(cc1C(=O)O)OCCCO2 | 14 | 9 | 1 | 1 | -0.3 | -5 | 6 | 0
C[C@H]1CN([C@@H](C)CO)C(=O)c2cccc(NC(=O)CCCCCC(=O)Nc3ccccc3N)c2O[C@H]1CN(C)C(=O)NC1CCCCC1 | . | -4 | . | . | -0.1 | 2 | . | 30
COn1c(=O)c(-c2ccc(Cl)cc2)[n+]([O-])c2ccccc21 | . | 4 | 0 | -5 | . | -9 | -4 | .
CCn1c(Oc2ccccc2)nc2c1c(=O)n(C)c(=O)n2C | 10 | 27 | 5 | -5 | -1.7 | 2 | -3 | 5
Cn1c(CN2CCOCC2)nnc1SCC(=O)NCCc1ccccc1 | 6 | -3 | -2 | 3 | . | 0 | 0 | .
CSCCC(NC(=O)c1ccccc1Br)C(=O)Nc1ccc(C)cc1 (stereo not drawn) | 3 | 10 | -3 | 0 | . | -3 | 2 | 7
COc1cc(OC)cc(C(=O)OCC(=O)c2cc(C)n(CC3CCCO3)c2C)c1 (stereo not drawn) | 2 | . | -9 | . | -3.9 | 0 | -3 | -49
Cn1c(=O)c2cc(NC(=O)CCc3cccnc3)ccc2n1Cc1cccc(C(F)(F)F)c1 | -11 | 8 | 3 | -1 | -1.8 | -3 | -5 | -12
COc1ccc(CNC(=O)CCNC(=O)c2ccco2)cc1OC | -9 | 1 | 1 | -5 | 2.5 | -11 | 7 | 11
O=C(C[C@@H]1C/C=C/CCCC(=O)O[C@H](c2ccccc2)CNC1=O)NCCO | 6 | 3 | -1 | 0 | -2.9 | 3 | 2 | 2
CC(=O)c1ccc(NC(=O)C2CC(=O)Nc3nc4ccccc4n32)cc1 (stereo not drawn) | 8 | 25 | -3 | 3 | 1.3 | -9 | 2 | -18
COc1ccc(CN(C)C[C@H]2Oc3c(NC(=O)Nc4ccc5c(c4)OCO5)cccc3C(=O)N([C@@H](C)CO)C[C@H]2C)cc1 | -12 | . | -61 | 29[16.7 µM] | 1.8 | . | -1 | -20
CCNC(=O)C[C@@H]1CC[C@H]2[C@@H](COc3ccc(NS(C)(=O)=O)cc3C(=O)N2C)O1 | -8 | -3 | 4 | -8[16.7 µM] | -0.2 | 10 | -1 | 5
CCC(CC)NC(=O)CCCSc1nc2ccccc2[nH]1 | 2 | -12 | . | 1 | -0.7 | 7 | . | -2
O=C(C1CCC1)N1CCN(c2ccccc2)CC1 | 3 | . | 0 | . | 0.1 | 1 | -5 | -4
COc1ccc(CC(=O)OCC(=O)Nc2c(C)n(C)n(-c3ccccc3)c2=O)cc1 | . | -7 | 1 | 4 | . | . | 3 | .
CC1Oc2ccc(C#N)cc2N(Cc2cccc(F)c2)C1=O (stereo not drawn) | -5 | -2 | 1 | -5 | -3.2 | 20 | 0 | 6
O=C(CN1CCOCC1)NCC[C@@H]1CC[C@H](NC(=O)Nc2ccccc2)[C@@H](CO)O1 | -5 | 4 | 1 | . | 0.4 | -5 | -1 | -2
O=C(O)CCC(=O)N1N=C(c2ccc(Br)cc2)CC1c1ccc(Br)cc1 (stereo not drawn) | 1 | 17 | -1 | 5 | 2.3 | 10 | 0 | -13
COc1ccccc1-c1cc(NC=O)c2ncc(-c3cccc(C(F)(F)F)c3)n2c1 | -5 | -22 | -1 | 7 | 0.9 | 5 | 1 | 8
COc1cccc(-c2ccc3c(c2)[C@@H]2[C@@H](CCN2C(=O)NC2CCCCC2)[C@@H](CO)N3C)c1 | . | -4 | . | . | 6.4 | -3 | . | -44
CCc1ccc(NC(=O)CN(c2ccccc2)S(=O)(=O)N(C)C)cc1 | -5 | -23 | 0 | 7 | 0.7 | . | 6 | -18
Cc1cc[n+]2c3c(cccc13)CCC2 | 9 | -18 | -2 | -3 | . | 0 | -4 | 3
CCN(CC(=O)NCc1ccc(F)cc1)CC(O)COCc1cccc(OC)c1 (stereo not drawn) | 8 | -6 | 0 | -4 | . | . | -1 | .
CCOc1cc(S(=O)(=O)N2CCN(S(=O)(=O)CC)CC2)c(OCC)cc1-n1cnnn1 | 11 | -4 | 7 | -4 | -1.6 | 2 | 2 | 4

Assay outcomes deposited in PubChem by Broad Institute.
